Assay outcomes deposited in PubChem by several laboratories.
ABCB6 inh MLPCN = ABCB6 transporter inhibitors, primary screen, K562-ABCB6 cells, flow cytometry, MLPCN library | K562-ABCB6 porphyrin accumulation, 1 h; stronger effect = lower value | fluorescence ratio to DMSO, % at 10 µM | 360,000 compounds, 0.19% hits | ATP-binding cassette sub-family B member 6 (Homo sapiens), Q9NP58;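 active = fluorescence ratio to DMSO below 75%, the collection mean minus 3 SD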;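 also: signal is porphyrin accumulated inside mitochondria; 100% equals median channel fluorescence of DMSO control wells; lower ratio means ABCB6 inhibition with less porphyrin fluorescence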
Target sequence (Q9NP58 whole entry, looked up): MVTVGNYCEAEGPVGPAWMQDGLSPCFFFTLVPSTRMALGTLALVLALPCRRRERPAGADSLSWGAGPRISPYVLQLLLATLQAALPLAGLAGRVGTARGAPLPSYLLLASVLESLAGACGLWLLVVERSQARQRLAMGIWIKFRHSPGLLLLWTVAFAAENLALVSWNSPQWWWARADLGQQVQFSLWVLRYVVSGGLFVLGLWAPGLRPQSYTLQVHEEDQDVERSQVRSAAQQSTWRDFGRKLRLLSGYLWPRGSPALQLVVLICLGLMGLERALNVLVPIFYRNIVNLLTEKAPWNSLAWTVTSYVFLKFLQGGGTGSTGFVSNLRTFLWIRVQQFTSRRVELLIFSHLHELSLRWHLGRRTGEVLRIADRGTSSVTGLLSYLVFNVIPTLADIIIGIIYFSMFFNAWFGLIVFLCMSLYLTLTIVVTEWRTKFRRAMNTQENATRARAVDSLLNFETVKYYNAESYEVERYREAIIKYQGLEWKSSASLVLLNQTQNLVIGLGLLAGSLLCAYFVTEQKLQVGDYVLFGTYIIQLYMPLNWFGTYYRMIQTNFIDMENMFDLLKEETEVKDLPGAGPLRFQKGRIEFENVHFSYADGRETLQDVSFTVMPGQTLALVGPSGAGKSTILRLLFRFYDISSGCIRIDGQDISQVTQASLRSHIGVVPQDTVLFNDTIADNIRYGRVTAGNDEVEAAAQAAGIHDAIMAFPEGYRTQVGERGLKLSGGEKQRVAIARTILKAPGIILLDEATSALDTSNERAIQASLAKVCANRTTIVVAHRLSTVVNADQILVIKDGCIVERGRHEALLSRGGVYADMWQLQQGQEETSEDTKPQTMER
NOD2-RIPK2 inh = NOD2-RIPK2 binding disruptors in cells, primary screen, fluorescence, CHO cells, BLA complementation | CCF4 ratio | inhibition, % at 4.98 µM | 360,000 compounds, 0.38% hits | AID 624267, 2012; in the data active = inhibition above about 21%;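 also: 0% = vehicle only and 100% = reference blocker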
MC4R antag cAMP = MC4R antagonists of cAMP signaling, primary screen, cell-based, TR-FRET, antagonist arm of biased-ligand search; Melanocortin receptor 4 (Homo sapiens), P32245; AID 540295, 2011; MC4R-expressing cells, MTII-stimulated cAMP, LANCE TR-FRET; 360,000 compounds, 0.48% hits; inhibition, % at 6.5 µM;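 active = inhibition above its plate's cutoff, the mean of tested wells on that plate plus 3 SD, cut at about 29% in these data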;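 also: 0% = Melanotan II alone and 100% = Melanotan II plus saturating MCL0020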
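material = U2OS cells stably expressing human melanocortin 4 receptor (MC4R) | also added = Melanotan II challenge | dosing = single nominal compound dose of 6.5 µM | detection = TR-FRET with Eu-cAMP and labeled anti-cAMP, 671 nm | replication = singlicate | timing = compound 30 min, challenge 1 h, detection 1 h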
Vif inh = HIV Vif self-association inhibitors, primary screen, imaging, HEK293T, single point | HEK293T cells, Vif self-association by quenched fluorescence, 24 h | inhibition, % at 7.49 µM | 340,000 compounds, 0.35% hits | AID 602346, 2012; in the data active = inhibition above about 50%, passing the limit was not always enough; also: some results filed as inactive read as strong as hits
MC4R ag barr = MC4R agonists recruiting beta-arrestin, primary screen, cell-based, luminescence, agonist arm of biased-ligand search. activation, % at 8.9 µM. Melanocortin receptor 4 (Homo sapiens), P32245. 360,000 compounds, 0.98% hits. U2OS MC4R beta-arrestin complementation; percent of melanotan II response, DMSO zero;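 active = activation above a per-plate cutoff, the mean activation of sample wells on that plate plus 3 SD, cut at about 8% in these data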
Exocytosis inh = LAMP-1 surface exposure blockers, TALL-104 cells – cell-based, flow cytometry, MLPCN library, primary screen; AID 651702, 2012; 360,000 compounds, 0.66% hits; inhibition, % at 10 µM; TALL-104 LAMP-1 surface exposure; cells stimulated with thapsigargin and PMA;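 active = inhibition above about 55%, limit read from the data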
TLR9-MyD88 inh = inhibitors of TLR9-MyD88 association in cells, primary screen, cell-based, CHO, BLA complementation, fluorescence | Toll-like receptor 9 (Homo sapiens) + Myeloid differentiation primary response protein … | CCF4 FRET ratio | inhibition, % at 4.98 µM | 340,000 compounds, 0.21% hits;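 active = inhibition above the mean over all tested compounds plus 3 SD, cut at about 21% in these data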;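 also: 0% = DMSO only wells and 100% = clavulanate BLA inhibitor control wells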
aDG glyco act = activators of alpha-DG glycosylation, primary screen, uHTS, Pro5-aDG cells, AlphaScreen | activation, % at 10 µM | alpha-DG glycosylation AlphaScreen (IIH6); 0% Pro5, 100% B10-LARGE cell signal | 360,000 compounds, 0.22% hits;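 active = activation of at least 8% versus controls, or a plate z-score of at least 8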;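 also: Pro5 are CHO cells carrying HIG-tagged alpha-DG that lacks glycosylation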
ABHD5 PLIN5 PPI = ABHD5-PLIN5 interaction inhibitors, primary screen, cell lysate, split luciferase complementation, luminescence. inhibition, % at 4 µM. 360,000 compounds, 0.78% hits. Split G. princeps luciferase complementation, 4 h. AID 602281, 2012;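 active = inhibition above the mean inhibition across every tested compound plus 3 SD, cut at about 22% in these data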;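 also: 0% = DMSO only wells and the 100% control is not disclosed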
N-glyco inh = increase of ERlucT glycosylation luciferase signal, primary screen, N-linked glycosylation inhibitor project, D54 ERlucT cells, luminescence, set 2. D54 ERlucT glycosylation luciferase reporter, 24 h; percent of 100 nM tunicamycin response. reporter increase, % at 12.5 µM. 360,000 compounds, 0.23% hits;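 active = mean luciferase reporter signal, scaled so untreated is 0 and the glycosylation-blocking control 100, at or above a set limit in every replicate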;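 also: luciferase carries N-glycosylation sites so blocking glycosylation raises the light; 0% = median of neutral control wells and 100% = median of 100 nM tunicamycin wells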
Active calls of the source: *. This is a subset, so the mix of outcomes need not match the whole.

Screening COC(=O)c1cc2nc(-c3ccc(OC)cc3)cc(C(F)(F)F)n2n1 returned ABCB6 inh MLPCN 104, NOD2-RIPK2 inh -4, MC4R antag cAMP 7, Vif inh 2, MC4R ag barr 0.7, Exocytosis inh 3, TLR9-MyD88 inh 8, aDG glyco act -0.2, ABHD5 PLIN5 PPI -5 and N-glyco inh 2.
`CCN(CC)CCC(c1ccc2c(c1)OCO2)c1c(OC)cc(OC)c2ccc(=O)oc12` (configuration not stated) gave ABCB6 inh MLPCN 95, NOD2-RIPK2 inh -3, MC4R antag cAMP 1, Vif inh -2, MC4R ag barr -0.2, Exocytosis inh 55, TLR9-MyD88 inh -11, aDG glyco act -0.4, ABHD5 PLIN5 PPI -1 and N-glyco inh 2.
Screening CC1CN(c2cc(=O)n(-c3ccc(Cl)cc3)c(=O)[nH]2)CC(C)O1 (configuration not stated) returned ABCB6 inh MLPCN 95, NOD2-RIPK2 inh 1, MC4R antag cAMP -3, Vif inh 3, MC4R ag barr -1.3, Exocytosis inh -4, TLR9-MyD88 inh -10, aDG glyco act -0.2, ABHD5 PLIN5 PPI -7 and N-glyco inh 2.
Cc1ccc(/C=N/NC(=O)c2ccc3nc[nH]c3c2)s1 was read as ABCB6 inh MLPCN 98, NOD2-RIPK2 inh 7, MC4R antag cAMP -1, Vif inh -14, MC4R ag barr -2.9, Exocytosis inh 0, TLR9-MyD88 inh -5, aDG glyco act 0.0, ABHD5 PLIN5 PPI -1 and N-glyco inh 0.
For Cc1ccc2[nH]c(C(=O)O)c(-c3ccccc3)c2c1 the results were ABCB6 inh MLPCN 96, NOD2-RIPK2 inh -19, MC4R antag cAMP 7, Vif inh -6, MC4R ag barr -1.0, Exocytosis inh -3, TLR9-MyD88 inh 9, aDG glyco act -0.2, ABHD5 PLIN5 PPI -1 and N-glyco inh 1.
For CCOC(=O)C(CC)/C(C)=N\NC(=O)c1ccccc1O (configuration not stated) the results were ABCB6 inh MLPCN 95, NOD2-RIPK2 inh 6, MC4R antag cAMP -4, MC4R ag barr 1.0, Exocytosis inh 0, TLR9-MyD88 inh -10, aDG glyco act 0.7, ABHD5 PLIN5 PPI 12 and N-glyco inh 0.
CCC(CC)C(=O)Nc1nnc(SCC(=O)NC(C)(C)C)s1 was read as ABCB6 inh MLPCN 91, NOD2-RIPK2 inh -10, MC4R antag cAMP 1, Vif inh 7, MC4R ag barr -0.8, Exocytosis inh 0, TLR9-MyD88 inh -5, aDG glyco act -0.1, ABHD5 PLIN5 PPI 1 and N-glyco inh 2.
CCC(CC)COC(=O)C1=C(C)NC(=O)NC1c1ccc([N+](=O)[O-])cc1 (configuration not stated) was read as ABCB6 inh MLPCN 97, NOD2-RIPK2 inh 8, MC4R antag cAMP 13, Vif inh -7, MC4R ag barr 2.2, Exocytosis inh -14, TLR9-MyD88 inh 3, aDG glyco act 0.0, ABHD5 PLIN5 PPI -6 and N-glyco inh 0.
For Cc1cccc(N(CC(=O)NCc2ccccc2)C(=O)CCC(=O)Nc2nccs2)c1 the results were ABCB6 inh MLPCN 102, NOD2-RIPK2 inh -4, MC4R antag cAMP 11, Vif inh -2, MC4R ag barr -1.0, Exocytosis inh 28, TLR9-MyD88 inh -9, aDG glyco act 0.2, ABHD5 PLIN5 PPI 0 and N-glyco inh 1.
Screening CCN(CC)C(=O)Cn1cc(S(=O)(=O)CC(=O)NCc2ccc(F)cc2)c2ccccc21 returned ABCB6 inh MLPCN 98, NOD2-RIPK2 inh 1, MC4R antag cAMP 8, Vif inh 2, MC4R ag barr -1.7, Exocytosis inh 2, TLR9-MyD88 inh -8, aDG glyco act -0.5, ABHD5 PLIN5 PPI -2 and N-glyco inh 1.
`CCOC(=O)[C@@H](NC(=O)CC[C@H]1O[C@@H](n2cc(C)c(=O)[nH]c2=O)C[C@@H]1O)C(C)C` gave ABCB6 inh MLPCN 106, NOD2-RIPK2 inh -8, MC4R antag cAMP 0, Vif inh 15, MC4R ag barr -0.6, Exocytosis inh 2, TLR9-MyD88 inh 12, aDG glyco act 0.0, ABHD5 PLIN5 PPI -1 and N-glyco inh 0.
Screening CC(C)NC(=O)c1onc(CSc2cccc(F)c2)c1C(=O)O returned ABCB6 inh MLPCN 101, NOD2-RIPK2 inh -3, MC4R antag cAMP 0, Vif inh -4, MC4R ag barr -2.0, Exocytosis inh 2, TLR9-MyD88 inh 4, aDG glyco act -0.1, ABHD5 PLIN5 PPI 10 and N-glyco inh 0.
`Cc1[nH]c(C)c(S(=O)(=O)NCc2ccccc2Cl)c1C(=O)N1CCCC1` gave ABCB6 inh MLPCN 104, NOD2-RIPK2 inh -4, MC4R antag cAMP -3, Vif inh 0, MC4R ag barr 0.7, Exocytosis inh 0, TLR9-MyD88 inh -39, aDG glyco act 0.0, ABHD5 PLIN5 PPI 12 and N-glyco inh -1.
Cc1cc(C)cc(NC(=S)N2CCC(NC(=O)c3ccccc3C)CC2)c1 was read as ABCB6 inh MLPCN 100, NOD2-RIPK2 inh -10, MC4R antag cAMP 3, Vif inh 0, MC4R ag barr -4.1, Exocytosis inh 3, TLR9-MyD88 inh -3, aDG glyco act -0.1, ABHD5 PLIN5 PPI -5 and N-glyco inh 1.
`O=C(c1ccc(Cl)c(S(=O)(=O)N2CCCC2)c1)N1CCN(Cc2ccccc2)CC1` gave ABCB6 inh MLPCN 99, NOD2-RIPK2 inh 7, MC4R antag cAMP 5, Vif inh -12, MC4R ag barr -1.2, Exocytosis inh -9, TLR9-MyD88 inh -8, aDG glyco act 0.2, ABHD5 PLIN5 PPI -10 and N-glyco inh 4.
For Cc1cc(C)cc(OCc2nnc(SCC(=O)OC(C)C)o2)c1 the results were ABCB6 inh MLPCN 95, NOD2-RIPK2 inh 4, MC4R antag cAMP 14, Vif inh 1, MC4R ag barr 0.9, Exocytosis inh 1, TLR9-MyD88 inh 3, aDG glyco act -0.1, ABHD5 PLIN5 PPI 0 and N-glyco inh 2.
For O=C(Oc1ccc(=O)[nH]n1)c1ccccc1 the results were ABCB6 inh MLPCN 98, NOD2-RIPK2 inh -13, MC4R antag cAMP -4, Vif inh -4, MC4R ag barr -1.0, Exocytosis inh 0, TLR9-MyD88 inh -2, aDG glyco act 0.4, ABHD5 PLIN5 PPI 3 and N-glyco inh 1.
`O=C(O)c1cccc(Nc2nc(Nc3ccccc3)nc(N3CCCC3)n2)c1` gave ABCB6 inh MLPCN 109, NOD2-RIPK2 inh 2, MC4R antag cAMP 16, Vif inh -5, MC4R ag barr 1.7, Exocytosis inh -4, TLR9-MyD88 inh -5, aDG glyco act 0.7, ABHD5 PLIN5 PPI -5 and N-glyco inh 4.
CN=C1SC(CC(=O)Nc2c(C)cccc2C)C(=O)N1/N=C/c1cccs1 (configuration not stated) was read as ABCB6 inh MLPCN 101, NOD2-RIPK2 inh -5, MC4R antag cAMP 8, Vif inh -8, MC4R ag barr -0.3, Exocytosis inh 3, TLR9-MyD88 inh 0, aDG glyco act 0.1, ABHD5 PLIN5 PPI 3 and N-glyco inh -1.
O=C(CCc1ccccc1)NCC(=O)N/N=C/c1ccc(O)cc1O was read as ABCB6 inh MLPCN 100, NOD2-RIPK2 inh 3, MC4R antag cAMP 4, Vif inh 11, MC4R ag barr -1.9, Exocytosis inh -3, TLR9-MyD88 inh 9, aDG glyco act 0.0, ABHD5 PLIN5 PPI -4 and N-glyco inh 3.
`CCCCS(=O)CC(CS(=O)CCCC)OC(=O)c1ccc(C)cc1` (configuration not stated) gave ABCB6 inh MLPCN 90, NOD2-RIPK2 inh -4, MC4R antag cAMP -1, MC4R ag barr 0.6, Exocytosis inh -3, TLR9-MyD88 inh -4, aDG glyco act -0.4, ABHD5 PLIN5 PPI 9 and N-glyco inh 0.
For CC(C)(C)SCCNC(=O)/C=C/c1cccc([N+](=O)[O-])c1 the results were ABCB6 inh MLPCN 97, NOD2-RIPK2 inh -14, MC4R antag cAMP 15, Vif inh 2, MC4R ag barr 1.6, Exocytosis inh 0, TLR9-MyD88 inh 3, aDG glyco act 0.0, ABHD5 PLIN5 PPI 2 and N-glyco inh 0.
Screening O=C(COC(=O)c1ccccc1NCCO)NCc1cccs1 returned ABCB6 inh MLPCN 97, NOD2-RIPK2 inh -5, MC4R antag cAMP -4, Vif inh 8, MC4R ag barr -4.2, Exocytosis inh -4, TLR9-MyD88 inh -1, aDG glyco act 0.1, ABHD5 PLIN5 PPI 1 and N-glyco inh 0.
`O=C(c1ccc(O)c(Br)c1)c1cc(Br)ccc1O` gave ABCB6 inh MLPCN 100, NOD2-RIPK2 inh 2, MC4R antag cAMP 2, Vif inh 0, MC4R ag barr -1.2, Exocytosis inh -13, TLR9-MyD88 inh -6, aDG glyco act 0.0, ABHD5 PLIN5 PPI -5 and N-glyco inh 1.

Of the compounds above, 3 have a COOH group:
For Cc1ccc2[nH]c(C(=O)O)c(-c3ccccc3)c2c1 the results were ABCB6 inh MLPCN 96, NOD2-RIPK2 inh -19, MC4R antag cAMP 7, Vif inh -6, MC4R ag barr -1.0, Exocytosis inh -3, TLR9-MyD88 inh 9, aDG glyco act -0.2, ABHD5 PLIN5 PPI -1 and N-glyco inh 1.
Screening CC(C)NC(=O)c1onc(CSc2cccc(F)c2)c1C(=O)O returned ABCB6 inh MLPCN 101, NOD2-RIPK2 inh -3, MC4R antag cAMP 0, Vif inh -4, MC4R ag barr -2.0, Exocytosis inh 2, TLR9-MyD88 inh 4, aDG glyco act -0.1, ABHD5 PLIN5 PPI 10 and N-glyco inh 0.
`O=C(O)c1cccc(Nc2nc(Nc3ccccc3)nc(N3CCCC3)n2)c1` gave ABCB6 inh MLPCN 109, NOD2-RIPK2 inh 2, MC4R antag cAMP 16, Vif inh -5, MC4R ag barr 1.7, Exocytosis inh -4, TLR9-MyD88 inh -5, aDG glyco act 0.7, ABHD5 PLIN5 PPI -5 and N-glyco inh 4.

2 compounds picked at random from those above, as already listed:
O=C(CCc1ccccc1)NCC(=O)N/N=C/c1ccc(O)cc1O was read as ABCB6 inh MLPCN 100, NOD2-RIPK2 inh 3, MC4R antag cAMP 4, Vif inh 11, MC4R ag barr -1.9, Exocytosis inh -3, TLR9-MyD88 inh 9, aDG glyco act 0.0, ABHD5 PLIN5 PPI -4 and N-glyco inh 3.
For O=C(Oc1ccc(=O)[nH]n1)c1ccccc1 the results were ABCB6 inh MLPCN 98, NOD2-RIPK2 inh -13, MC4R antag cAMP -4, Vif inh -4, MC4R ag barr -1.0, Exocytosis inh 0, TLR9-MyD88 inh -2, aDG glyco act 0.4, ABHD5 PLIN5 PPI 3 and N-glyco inh 1.
